BoNT-F LC inh: BoNT/F light chain protease inhibitors, primary screen, biochemical, flow cytometry, MLPCN library; Multiplex microsphere protease cleavage assay; 0.22% of 360,000 active; Botulinum neurotoxin type F light chain protease (Clostridium botulinum); inhibition, % at 10 µM; AID 588497, 2011; in the data active = inhibition above about 35%, passing the limit was not always enough; note: plate controls were buffer without enzyme for full effect and enzyme alone for no effect
Rv3671c protease: Rv3671c serine protease inhibitors, primary screen, biochemical, fluorescence polarization, M. tuberculosis H37Rv; inhibition, % at 5.96 µM; 0.048% of 320,000 active; P9WHR9; in the data active = inhibition above about 38%;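 note: extracellular domain of Rv3671c used as enzyme; 0% = enzyme with DMSO and 100% = no enzyme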
PrPC surface inh: inhibitors of human cell surface prion protein PrPC, primary screen, cell-based, TR-FRET | Major prion protein (Homo sapiens), P04156 | TR-FRET read-out | inhibition, % at 13.8 µM | 0.43% of 370,000 active | AID 720596, 2013; in the data active = inhibition above about 24%; note: 0% = median of the test wells and 100% = reference compound wells
Mtb FBA inh: Mtb FBA enzyme inhibitors, primary screen, biochemical, fluorescence, strain H37Rv. 2.3% of 360,000 active. purified M. tuberculosis FBA, fluorescence read-out. Fructose-bisphosphate aldolase (Mycobacterium tuberculosis (strain ATCC 25618 / H37Rv)), …. inhibition, % at 1 µM. AID 588726, 2011; in the data active = inhibition above about 27%;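 note: 0% = vehicle and 100% = reference inhibitor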
Target sequence (P9WQA3 whole entry, looked up): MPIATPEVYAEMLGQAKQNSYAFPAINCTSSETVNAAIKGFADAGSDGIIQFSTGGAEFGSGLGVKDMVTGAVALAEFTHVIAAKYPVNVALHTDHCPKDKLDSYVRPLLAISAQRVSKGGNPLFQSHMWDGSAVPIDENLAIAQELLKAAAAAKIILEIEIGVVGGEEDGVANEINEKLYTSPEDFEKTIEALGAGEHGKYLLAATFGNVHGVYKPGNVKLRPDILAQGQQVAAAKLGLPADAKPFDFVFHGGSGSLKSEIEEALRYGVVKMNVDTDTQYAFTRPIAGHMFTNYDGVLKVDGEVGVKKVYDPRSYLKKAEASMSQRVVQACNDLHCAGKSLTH
MazF activator: activators of E. coli MazEF toxin-antitoxin RNase, primary screen, biochemical, fluorescence, uHTS | Endoribonuclease toxin MazF (Escherichia coli (strain K12)), P0AE70 | activation, % at 20 µM | 0.32% of 350,000 active | FAM/BHQ RNA-DNA oligo cleavage fluorescence, 5 h | AID 504720, 2011; in the data active = activation above about 50%
Target sequence (P0AE70 whole entry, looked up): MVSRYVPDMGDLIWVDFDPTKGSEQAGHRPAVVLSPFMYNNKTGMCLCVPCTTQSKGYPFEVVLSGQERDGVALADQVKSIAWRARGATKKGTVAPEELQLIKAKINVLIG
GDH-TPI counter: GDH-TPI coupling enzyme inhibitors, primary screen, artefact control for M. tuberculosis FBA inhibitor project, biochemical, absorbance, full deck; GDH-TPI coupled enzyme counterscreen, NADH absorbance; inhibition, % at 4.8 µM; 1.2% of 360,000 active; AID 588335, 2011; in the data active = inhibition above about 30%;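 note: 0% = DMSO wells and 100% = wells lacking the enzyme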
UGM FP inh: M. tuberculosis UGM enzyme inhibitors, primary screen, biochemical, fluorescence polarization, single point | inhibition, % at 10 µM | purified UGM, fluorescence polarization probe displacement | UDP-galactopyranose mutase (Mycobacterium tuberculosis (strain ATCC 25618 / H37Rv)), … | 0.06% of 320,000 active | AID 504406, 2011; in the data active = inhibition above about 10%, passing the limit was not always enough
Target sequence (P9WIQ1 whole entry, looked up): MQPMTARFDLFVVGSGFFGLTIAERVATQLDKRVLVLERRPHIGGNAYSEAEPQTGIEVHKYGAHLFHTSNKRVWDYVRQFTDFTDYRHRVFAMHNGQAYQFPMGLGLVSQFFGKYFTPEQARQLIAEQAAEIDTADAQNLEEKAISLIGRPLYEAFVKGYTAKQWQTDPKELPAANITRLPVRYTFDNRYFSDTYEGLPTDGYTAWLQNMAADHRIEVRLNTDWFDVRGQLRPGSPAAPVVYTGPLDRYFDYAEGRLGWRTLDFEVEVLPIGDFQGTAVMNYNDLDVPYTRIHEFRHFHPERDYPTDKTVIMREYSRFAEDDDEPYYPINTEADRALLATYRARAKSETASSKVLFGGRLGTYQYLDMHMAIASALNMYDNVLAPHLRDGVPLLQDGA
Mtb BioA inh: M. tuberculosis BioA enzyme inhibitors, primary screen, biochemical, plate reader, single point, HTS. 7,8-diaminopelargonic acid synthase BioA (Mycobacterium tuberculosis). AID 602481, 2012. inhibition, % at 9.99 µM. 0.096% of 360,000 active. purified M. tuberculosis BioA enzyme; in the data active = inhibition above about 40%
FadD28 binding: inhibitors of FadD28 bisubstrate probe binding, primary screen, biochemical, fluorescence polarization, single point; inhibition, % at 12.5 µM; 0.22% of 360,000 active; in the data active = inhibition above about 8.5%, passing the limit was not always enough
* = called active by the depositor; x = not tested or not shown; & = joins results of further samples.

compound,BoNT-F LC inh,Rv3671c protease,PrPC surface inh,Mtb FBA inh,MazF activator,GDH-TPI counter,UGM FP inh,Mtb BioA inh,FadD28 binding
COc1ccc(C(c2nnnn2-c2ccc3c(c2)OCCO3)N2CCN(C/C=C/c3ccccc3)CC2)cc1 (stereo not given),-1,x,-16,0,x,x,x,-2.4,-1.3
O=C1NCCNC1c1ccccc1 (stereo not given),-3,x,-3,0,6,6,x,-0.2,-1.9
Cc1nc(SCC(=O)NCC2CCCO2)c2cc(-c3ccccc3)sc2n1 (stereo not given),17,-11,-12,6,-5,12,0.8,-0.2,-1.7
COc1cc(CN2CCCC(C(=O)Nc3ccccc3Oc3cccnc3)C2)ccc1F (stereo not given),0,-1,4,0,2,2,-1.1,13,0.7
Cc1ccccc1-n1c(C)nnc1SC(C)C(=O)NCC1CCCO1 (stereo not given),-3,8,-6,-3,-1,0,x,-2.5,-1.8
O=C(/C=C\Nc1ccccc1Br)c1ccc2c(c1)OCO2,-5,-13,6,-1,-1,9,-0.6,x,-6.3
Cc1cccc(CN2CCC(C(=O)Nc3cccc(-c4cscn4)c3)CC2)n1,-20,3,-7,1,-1,9,3.8,0.1,0.1
CCOc1ccccc1-c1cc(C(=O)N/N=C/c2ccc(O)c(OC)c2)c2ccccc2n1,-3,-7,-8,-1,1,24,-2.2,x,-2.9
COc1cc(/C=C2\SC(=S)N(CCC(=O)Nc3ccc(O)cc3)C2=O)cc(OC)c1OC,0,-5,-1,-5,-13,2,1.1,-1.7,-0.7
Cn1c(SCC(=O)N2c3ccccc3CCc3ccccc32)nnc1-c1cc2ccccc2cc1O,-3,-11,-7,4,8,11,0.7,x,-3.2
CN(C)S(=O)(=O)c1ccc(NC(=O)CN2CCCC2c2ccc3c(c2)OCCCO3)cc1 (stereo not given),-1,4,13,4,8,14,x,-0.6,-2.5
CC(C)NC(=O)c1onc(CSc2cccc(F)c2)c1C(=O)O,-6,-3,2,3,29,-1,2.2,-1.4,-0.3
CCCN1C2CCCC1CC(NC(=O)c1cc(OC)cc(OC)c1)C2 (stereo not given),-31,3,-3,2,4,2,0.2,-2.7,-5.2
COC(=O)C1=C(c2ccccc2OCc2ccccc2)C[C@@H]2CC[C@H]1N2C(=O)NCc1cccc(C(F)(F)F)c1,8,-15,6,-2,-1,7,-0.7,-1.1,-4.0
C=CCNC(=O)CN(c1ccc(F)c(Cl)c1)S(C)(=O)=O,-5,16,x,-1,0,5,1.4,0.8,-2.0
O=C(NC(NC(=O)c1ccccc1)c1ccccc1)c1ccccc1,-4,-2,0,1,4,2,-1.3,-2.1,-2.7
COc1cccc(CC(=O)N[C@@H](CCSC)c2nc3ccccc3[nH]2)c1,-2,4,7,-1,2,-4,-0.9,x,-1.1
Cc1cccc(C)c1N1C(=O)C2ON(c3ccccc3)C(c3ccncc3)C2C1=O (stereo not given),-4,-14,1,-1,-4,14,-2.8,-3.6,-1.0
COc1ccc(OC)c(C(O)c2coc3ccc(O)c(CN(C)C)c23)c1 (stereo not given),-2,-10,-1,2,3,2,2.1,-0.2,0.9
CCN(CC)S(=O)(=O)c1ccc(N2CCN(C)CC2)c(NC(=O)CSCC(=O)Nc2cccc(C)c2)c1,x,1,6,-2,0,2,2.7,0.3,0.3
CC(=O)N1CCN(CC(=O)Nc2cc(S(=O)(=O)N3CCOCC3)ccc2C)CC1,-2,-1,-5,1,0,4,1.6,x,-0.8
C[C@H](CO)N1C[C@H](C)[C@@H](CN(C)C(=O)NC2CCCCC2)Oc2ccc(NC(=O)Nc3ccccc3)cc2C1=O,-7,-3,-3,2,6,13,-1.9,-2.2&-4.5,0.2
CCC(=O)c1cn(Cc2ccccc2C#N)c2ccccc12,-1,-1,-3,2,2,-13,-0.2,1.7,-1.5
NS(=O)(=O)c1ccc(NC(=S)NC(=O)c2ccc3c(c2)OCO3)cc1,1,-6,12,-4,39,1,-1.5,2.6,-1.5
COc1ccc(-c2c(C)nn(Cc3ccccc3)c2N)cc1,2,1,4,4,-3,15,-0.7,0.2,-0.9
Cc1cccc(NC(=O)N2CCC(n3nnc4cc(C)ccc43)CC2)c1,-8,1,2,-2,1,-1,-2.1,-1.0,0.8
CCOc1cc2[nH]c(=O)n(Cc3ccc(C(=O)NCCCN4CCCC4=O)cc3)c(=O)c2cc1OCC,-1,-7,2,12,9,29,1.7,-0.8,0.8
COc1ccccc1C(=O)NCC(c1cccnc1)N(C)C (stereo not given),-4,11,4,0,3,11,-3.0,0.4,-1.2
O=C(C1CC1)N1CCN=C1SCc1ccccc1Cl,-8,3,-1,-1,2,2,1.0,-0.6,-3.8
Cc1cc(C(=O)Nc2ccc(N3CCCC3)c(Cl)c2)ccc1[N+](=O)[O-],-8,14,5,-3,9,0,2.0,x,-3.6
O=C(Nc1ccc(F)cc1)NC1CCN(Cc2nnnn2Cc2ccco2)CC1,0,-3,0,1,0,-10,2.9,74*,-3.6
O=S(=O)(Nc1ccc2c(c1)OCO2)c1ccccc1,-8,-14,4,-2,-8,8,-1.0,0.7,0.4
O=C(c1ccccc1)c1ccc(C(=O)N2CCN(c3ccccc3)CC2)cc1,12,x,-2,-2,-5,2,-2.9,-1.4,-1.0
CC(C)c1ccc(NC(=O)COC(=O)[C@@H]2CCCN2C(=O)c2cccs2)cc1,-9,1,5,-3,-1,1,0.7,-0.4,-3.2
Cc1ccc(SC(CC(=O)c2ccc(C)cc2)C(=O)O)cc1 (stereo not given),-6,-2,0,2,-8,7,-1.5,-0.9,0.8
COc1ccc2cc3cc(C(=O)N4CCCC(C)C4)oc3nc2c1 (stereo not given),-1,-12,-12,14,6,18,0.0,-1.8,0.3
O=C(CSc1nnc(-c2ccccc2)c(-c2ccccc2)n1)N1CCOCC1,-6,6,-14,-1,-2,3,3.1,2.2,-1.7
O=C(COc1ccccc1Cl)N(Cc1ccco1)C1CCS(=O)(=O)C1 (stereo not given),21,-5,-8,5,13,8,-0.5,1.6,-3.0
CCOc1ccc(C(=O)Nc2ccc(NC(=O)c3ccco3)c(Cl)c2)cc1Cl,-10,-5,0,9,8,21,3.5,x,-0.8
CCc1c(C)[nH]n(-c2nc(-c3cccc([N+](=O)[O-])c3)cs2)c1=O,10,2,-22,2,15,-3,0.2,1.0,-3.0
C/C(=N\N1CCN(Cc2ccccc2Cl)CC1)c1ccc(F)cc1,x,3,2,2,7,-4,2.0,0.5,-2.1
Cc1c(S(=O)(=O)N2CCN(c3ccc(F)cc3)CC2)c(=O)n(C)c(=O)n1C,7,1,5,4,6,7,3.0,0.5,-1.4
O=C(NCC(=O)N(c1ccccc1)C(C(=O)NCC1CCCO1)c1ccccc1)c1cccs1 (stereo not given),-2,0,15,3,3,2,-0.2,0.2,-1.6
CCN(CC)CCN1C(=O)C(=O)/C(=C(/O)c2cnn(-c3ccccc3)c2C)C1c1ccc(C)o1 (stereo not given),-6,-2,6,-1,9,7,-0.6,-3.4,-1.2
Cc1nnc(NC(=O)c2ccc(S(=O)(=O)N3CC(C)OC(C)C3)cc2)o1 (stereo not given),3,-1,0,1,-1,10,4.4,-1.6,-1.4
CCN1CCN(Cc2ccc(NC(=O)c3ccc(C)c(/C=C/c4cnc(Nc5cc(N6CCNCC6)nc(C)n5)cn4)c3)cc2C(F)(F)F)CC1,-48&-57,-5,x,3&5,-58&-101,5&2,0.1,-3.1&-1.7,-26&-29
CC(C)n1c(O)c(C=NCc2ccccc2)c(=O)[nH]c1=S,-2,0,-4,-4,6,40*,-0.1,x,-4.0
O=S1(=O)C=C(SCCN2CCCC2)c2ccccc21,-14,-1,-1,-5,-4,0,-1.2,-1.0,-4.4
N#Cc1ccc(/C=C2\CCCCn3c2nc2cc(C(=O)O)ccc2c3=O)cc1,0,-2,-8,2,4,0,-0.9,3.1,-0.4
COc1cnc(-c2ccccn2)nc1Sc1ccccc1Cl,-6,-5,8,1,6,8,-1.8,-2.6,-6.4

Carrying on.
compound,BoNT-F LC inh,Rv3671c protease,PrPC surface inh,Mtb FBA inh,MazF activator,GDH-TPI counter,UGM FP inh,Mtb BioA inh,FadD28 binding
C/C(=N\Nc1nccnc1Cl)c1ccc(O)c(C)c1,-12,9,-5,2,15,44*,0.2,-5.7,1.1
Cc1cc(NC(=O)C(C)SCC(=O)NCc2ccc(F)cc2)no1 (stereo not given),8,-4,7,4,4,15,x,0.1,-0.3
COc1ccc2oc(=O)c(C(=O)Nc3ccccc3O)cc2c1,-3,-1,-21,-8,9,0,0.9,x,-4.1
Cc1ccc(S(=O)(=O)N2CCC(C(=O)Nc3ccccc3N3CCCC3)CC2)cc1,-9,-2,10,0,3,-12,-0.7,-0.3,-0.1
COc1ccc(-c2cc(C(=O)Nc3cccnc3)c3ccccc3n2)cc1OC,16,-20,-5,8,2,29,1.9,2.1,-2.4
COc1ccc2nc3c(C)n(C)ccc-3c2c1,-31,x,0,57*,-9,4,x,x,-3.0
Cc1ccc(OCC(=O)Nc2ccc(S(=O)(=O)Nc3cc(C)nc(C)n3)cc2)c(C)c1,6,1,5,1,5,1,0.2,x,-0.4
C=CCn1c(Br)nc2c1c(=O)[nH]c(=O)n2C,-3,-5,-1,-1,0,-7,3.3,-0.5,-0.9
CN(C)C(=O)Oc1ccc([N+](=O)[O-])cc1,-2,2,-5,2,1,1,-2.2,x,-1.8
Cc1ccc(S(=O)(=O)/N=S(/C)c2ccccc2)cc1 (stereo not given),-9,12,0,-3,-1,0,2.1,-2.1,-3.2

Only Mtb BioA inh, Mtb FBA inh and MazF activator, for three of the compounds above:
SMILES,Mtb BioA inh,Mtb FBA inh,MazF activator
C/C(=N\Nc1nccnc1Cl)c1ccc(O)c(C)c1,-5.7,2,15
Cc1cc(NC(=O)C(C)SCC(=O)NCc2ccc(F)cc2)no1 (stereo not given),0.1,4,4
COc1ccc2oc(=O)c(C(=O)Nc3ccccc3O)cc2c1,x,-8,9

The listing continues:
compound,BoNT-F LC inh,Rv3671c protease,PrPC surface inh,Mtb FBA inh,MazF activator,GDH-TPI counter,UGM FP inh,Mtb BioA inh,FadD28 binding
Cc1cc(C)c(S(=O)(=O)N(CC(=O)O)CC(=O)O)c(C)c1,-8,3,5,1,-1,1,-3.1,-1.0,-2.1
CCOc1ccc(C(CCc2ccccc2)NC(=O)c2ccccc2)cc1OCC (stereo not given),5,-2,5,1,-4,-13,-5.2,-1.3,-2.5
CCCCC(CC)C(=O)NCCCN1CCN(CCCNC(=O)C(CC)CCCC)CC1 (stereo not given),-2,-4,x,3,-1,2,2.6,1.2,-3.6
COc1ccc(C(=O)CC(CC(=O)c2ccc(OC)cc2)C(=O)O)cc1,0,5,2,3,2,3,-1.8,1.1,-0.1
COc1ccc(/C=C(/CC(=O)Nc2ccccc2)c2nc3ccccc3s2)cc1,-8,-16,-8,0,-7,14,-0.7,x,-1.6
Cc1ccc(CNC(=O)CCC(=O)N2CC(C)Sc3ccccc32)cc1 (stereo not given),4,-8,-1,-3,-6,-13,2.6,-1.6,-4.9
Cc1ccccc1-c1ccc2c(c1)CNCc1cnnn1-2,-9,x,-5,-3,x,x,x,-4.0,-6.2
O=C(O)c1ccc(N/N=C/c2ccc(C(F)(F)F)cc2)cc1,-10,2,14,-2,-11,26,0.9,1.9,2.1
COC(=O)c1ccc(NC(=O)COC(=O)c2cccc3c(=O)c(C)c(-c4ccccc4)oc23)cc1,-3,2,-6,-5,-22,0,-2.5,x,-4.0

Arranged by SMILES length (low to high): 3 of the compounds above.
compound,BoNT-F LC inh,Rv3671c protease,PrPC surface inh,Mtb FBA inh,MazF activator,GDH-TPI counter,UGM FP inh,Mtb BioA inh,FadD28 binding
Cc1ccccc1-c1ccc2c(c1)CNCc1cnnn1-2,-9,x,-5,-3,x,x,x,-4.0,-6.2
O=C(O)c1ccc(N/N=C/c2ccc(C(F)(F)F)cc2)cc1,-10,2,14,-2,-11,26,0.9,1.9,2.1
CCCCC(CC)C(=O)NCCCN1CCN(CCCNC(=O)C(CC)CCCC)CC1 (stereo not given),-2,-4,x,3,-1,2,2.6,1.2,-3.6
